From PubChem
SENP7 inh = blocks the human protease SENP7. Q9BQF6. inhibition, % at 5 µM. 330,000 tested, 1.5% active. recombinant SENP7, Z-RLRGG-aminoluciferin luminescence, 40 min;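 active = inhibition above about 50% at the single test dose, limit read from the data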;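 also: plate controls were DMSO with enzyme for no effect and no enzyme buffer wells for full effect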
Target sequence (Q9BQF6 706-1050 limits assumed): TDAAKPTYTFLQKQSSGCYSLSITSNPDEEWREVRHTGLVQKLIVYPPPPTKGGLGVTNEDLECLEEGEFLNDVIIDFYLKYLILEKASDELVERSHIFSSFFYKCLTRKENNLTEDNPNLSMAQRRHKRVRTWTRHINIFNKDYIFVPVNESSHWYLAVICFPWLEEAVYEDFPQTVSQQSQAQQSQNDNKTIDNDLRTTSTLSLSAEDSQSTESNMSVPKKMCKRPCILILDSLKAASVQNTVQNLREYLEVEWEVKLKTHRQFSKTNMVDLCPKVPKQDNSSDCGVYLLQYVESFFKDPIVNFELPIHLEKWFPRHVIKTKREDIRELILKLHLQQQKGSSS
SENP8 inh = inhibitors of human SENP8 protease; recombinant SENP8, Nedd8 substrate fluorescence; Q96LD8; inhibition, % at 20 µM; 360,000 tested, 0.64% active; in the data active = inhibition mostly above about 40%, no sharp cut-off; inactive = mostly below about 27%
Target sequence (Q96LD8 whole entry, looked up): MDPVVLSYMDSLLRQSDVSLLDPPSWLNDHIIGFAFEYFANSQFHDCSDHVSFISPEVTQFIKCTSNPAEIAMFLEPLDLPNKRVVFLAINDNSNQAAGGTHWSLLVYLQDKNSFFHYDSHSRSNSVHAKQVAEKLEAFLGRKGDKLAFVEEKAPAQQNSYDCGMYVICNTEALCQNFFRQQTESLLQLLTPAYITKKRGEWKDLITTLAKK
MPTP inh = inhibitors of mitochondrial permeability transition pore; isolated mouse mitochondria, Ca2+ swelling absorbance, 30 min; inhibition, % at 10 µM; 360,000 tested, 1.4% active; AID 602449;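 active = inhibition of 50% or more, scaled per plate between neutral and stimulator controls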;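 also: 0% = DMSO wells given calcium and 100% = 1 mM EGTA wells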
PfGluPho inh = PfG6PD (Plasmodium falciparum) enzyme inhibition. PfGluPho enzyme, NADPH resazurin-diaphorase fluorescence. inhibition, % at 20 µM. 350,000 tested, 0.78% active. AID 504690;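 active = inhibition reaching at least a set limit at 20 µM in the primary screen, cut at about 59% in these data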;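 also: 0% = DMSO wells with substrate and 100% = DMSO wells lacking glucose-6-phosphate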
SENP6 block = blocks the human protease SENP6 | Recombinant SENP6 catalytic domain, aminoluciferin luminescence | 330,000 tested, 1.8% active | inhibition, % at 10 µM;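 active = inhibition above about 50% at the single tested dose, limit read from the data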;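 also: plate controls were DMSO wells with enzyme for no effect and DMSO wells lacking enzyme for full effect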
NR3A LBD binder = NR3A (human) ligand-binding domain modulation. 340,000 tested, 2.5% active. Tm shift relative to glycine control, % at 25 µM. NR3A LBD differential scanning fluorimetry, Tm shift; 0% = protein alone, 100% = glycine-bound protein;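 active = melting temperature shift of at least 10% of the positive control shift, at one fixed dose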
ATG4B inhibitor = inhibitors of human ATG4B cysteine protease; ATG4B cleavage of LC3-PLA2, NBD-HPC fluorescence, 1 h; inhibition, % at 8.33 µM; 340,000 tested, 0.51% active; AID 504462; in the data active = inhibition above about 40%
Target sequence (Q9Y4P1 whole entry, looked up): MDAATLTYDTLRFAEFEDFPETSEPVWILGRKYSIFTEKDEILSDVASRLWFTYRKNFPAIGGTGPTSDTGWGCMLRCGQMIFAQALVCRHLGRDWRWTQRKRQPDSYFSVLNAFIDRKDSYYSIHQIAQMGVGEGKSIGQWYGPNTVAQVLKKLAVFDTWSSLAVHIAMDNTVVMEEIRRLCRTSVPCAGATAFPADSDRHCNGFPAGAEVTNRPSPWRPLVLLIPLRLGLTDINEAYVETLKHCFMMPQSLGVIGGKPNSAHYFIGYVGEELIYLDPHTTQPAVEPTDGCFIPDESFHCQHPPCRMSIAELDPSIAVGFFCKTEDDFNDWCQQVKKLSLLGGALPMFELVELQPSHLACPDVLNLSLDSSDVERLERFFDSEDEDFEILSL
HKDC1 inhibitor = inhibitors of human hexokinase HKDC1; Q2TB90; recombinant HKDC1, G6PDH/diaphorase resazurin coupled fluorescence; inhibition, % at 20 µM; 340,000 tested, 0.16% active; AID 493160;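 active = inhibition above about 35% when tested at 20 µM, limit read from the data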;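 also: plate controls were DMSO wells with enzyme for no effect and DMSO wells lacking enzyme for full effect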
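Test system: Recombinant HKDC1 (HK5) hexokinase enzyme, produced in-house | Input: HKDC1 at 5 µg/mL | Buffer or medium: Tris pH 8.0 buffer with MgCl2, Tween-20, BSA, BME | Schedule: 90 min reaction incubation at room temperature, dark | Technique: Resazurin-to-resorufin fluorescence via G6PDH and diaphorase coupling, 525/613 nm | Controls: DMSO wells with and without enzyme mix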
* hit, by the source's call; · = not tested or not shown.

SMILES | SENP7 inh | SENP8 inh | MPTP inh | PfGluPho inh | SENP6 block | NR3A LBD binder | ATG4B inhibitor | HKDC1 inhibitor
C[C@H](NC(=O)N1CCn2c1nc1ccccc12)C(=O)NCCc1ccccc1 | -5 | 5 | -1.2 | 2 | 4 | 0 | -2 | -1
COc1ccccc1N(CC(=O)NCc1ccccn1)S(C)(=O)=O | -8 | 21 | -0.9 | 2 | -15 | · | -4 | -4
CC(CC(=O)Nc1ccc(Br)cc1F)S(=O)(=O)c1ccc2c(c1)NC(=O)CO2 (centres undefined) | -9 | 4 | -0.2 | 10 | 15 | 0 | -9 | 3
COC(=O)CCc1sc(Nc2ccc(Br)cc2)nc1-c1ccc(OC)cc1 | 3 | -101 | 2.2 | 64* | 15 | 3 | 1 | -3
CCN(CC)c1ccc2cc(C(=O)NCc3ccc(F)cc3)c(=N)oc2c1 | 5 | -449 | 0.1 | · | 2 | · | · | ·
CCCCn1c(N)c(N(CCOC)C(=O)COC(=O)CSc2cc(C)c3ccccc3n2)c(=O)[nH]c1=O | 2 | 0 | -2.0 | 15 | -14 | 0 | -12 | -3
O=C(Cc1ccccc1)N1CCCC1c1ccccc1 (centres undefined) | 2 | 6 | 2.0 | -2 | 0 | 1 | 2 | -10
Cc1ccc(-c2nc(CS(=O)(=O)CC(=O)NCCN3CCCC3)c(C)o2)cc1 | 14 | 24 | 1.6 | -4 | -1 | 0 | 0 | -2
Cc1ccccc1OCC(=O)N/N=C/c1cn(Cc2ccccc2)c2ccccc12 | 1 | -4 | 1.4 | 7 | -1 | 7 | 23 | -13
O=C(c1ccco1)N1N=C(c2ccncc2)CC1(O)C(F)(F)F (centres undefined) | -1 | -3 | -1.2 | -10 | -20 | 2 | 0 | 1
c1ccc2sc(NC3=NCN(CCN4CCOCC4)CN3)nc2c1 | -5 | 3 | -0.6 | 8 | -7 | -2 | -5 | -3
COc1ccc(S(=O)(=O)N2CCc3cc4c(cc3C2C)OCCCO4)cc1 (centres undefined) | 8 | -3 | -0.9 | -14 | 3 | 4 | 10 | 3
C=CCN(CC(=O)NCc1ccc(F)cc1)C(=O)c1csnn1 | -2 | 5 | 0.1 | -6 | -25 | 2 | -6 | -3
COc1ccccc1N1CCN(c2nc(C)nc3c2oc2ccccc23)CC1 | · | -171 | -0.3 | 11 | · | 1 | 45* | 5
Cc1ccc(-n2ncc3c2CC(C)(C)CC3NC(=O)CCN2CCCCC2=O)cc1 (centres undefined) | 6 | -3 | 1.5 | -2 | 3 | -3 | -2 | -7
Oc1ccc(-c2csc(-c3c[nH]c4ccccc34)n2)c(O)c1 | 5 | 14 | 28 | 20 | 18 | 34* | 38 | -6
CCN(CC)C(=O)COC(=O)C1CCN(S(=O)(=O)c2ccc3c(c2)OCCO3)CC1 | -2 | 8 | -2.1 | 2 | -8 | 1 | -3 | -6
COC(=O)C1=C(C)N=C2SC(C)C(=O)N2C1/C=C/c1ccccc1OC (centres undefined) | 2 | 10 | -2.7 | 2 | -10 | -3 | 3 | 5
COC(C[C@H]1O[C@H]1[C@@H](O)[C@H](C)OCc1ccccc1)OC | -5 | 10 | -2.6 | -18 | -10 | 4 | 16 | -1
CN(CC(=O)Nc1ccc2c(c1)OCO2)S(=O)(=O)c1ccc(F)cc1 | 3 | 11 | 1.0 | 0 | 3 | -2 | -3 | 6
O=C(OCc1nnc(-c2ccc(Br)cc2)o1)c1ccco1 | 40 | -6 | -0.7 | -1 | 17 | -1 | 5 | -5
Fc1cccc(/C=C2\CCCC3=C2NC(=S)NC3c2cccc(F)c2)c1 (centres undefined) | 5 | 4 | 4.2 | 49 | -9 | 5 | 3 | -5
O=C(Cn1cc(C(F)(F)F)ccc1=O)NCCc1ccc(Cl)cc1Cl | -4 | 10 | -1.4 | -11 | -24 | 0 | 0 | -6
COC(=O)c1sccc1NC(=O)Cc1ccc(OC)c(OC)c1 | 0 | 15 | 2.7 | -7 | -1 | 0 | -1 | -7
COc1cc(C(c2sc3nc(C)nn3c2O)N2CCC3(CC2)OCCO3)cc(OC)c1OC (centres undefined) | -3 | 20 | -2.4 | 2 | -9 | 1 | -5 | -5
S=C(Nc1cccnc1)Nc1cccc2cnccc12 | 85* | -55 | 1.1 | 28 | 95* | 0 | -10 | 9
Cc1cc(=O)[nH]c(N/N=C/c2c(C)nn(-c3ccccc3)c2Cl)n1 | -4 | 30 | -0.2 | 86* | 6 | -2 | 27 | 3
c1ccc(N2CCN(c3nc(-c4cccs4)nc4ccccc34)CC2)cc1 | -10 | -92 | 1.0 | 9 | -11 | -1 | -10 | -8
CCCN(/C=N/c1sc2c(c1C#N)CCCCC2)CCC | 10 | -33 | 0.9 | 6 | 11 | 2 | 2 | 1
O=C(COC(=O)c1ccccc1Br)NC(=O)NCc1ccccc1 | 3 | -2 | 1.3 | 7 | -11 | 2 | -5 | 4
COc1cc(C(=O)OCC(=O)N2CC(C)OC(C)C2)cc(OC)c1OC (centres undefined) | -10 | 16 | 5.8 | -1 | -8 | 1 | -1 | -5
Cc1cc(C)nc(SCNC(=O)c2ccccc2)n1 | -4 | 10 | -0.7 | 32 | -18 | 1 | 2 | 11
O=C1CCCCN1CCC(=O)N1CCCC(N2CCN(c3cccc(Cl)c3)CC2)C1 (centres undefined) | 5 | 2 | -0.3 | 3 | -2 | 2 | 6 | -6
CCOCc1nnc(NC(=O)CS(=O)(=O)c2ccc(C)cc2)s1 | -3 | -1 | 0.6 | -11 | -12 | -1 | -9 | -4
CC(=O)c1sc(NC(=O)CCCc2nc3ccccc3c(=O)[nH]2)nc1-c1ccccc1 | -3 | 3 | -1.2 | 5 | -7 | -3 | -11 | -3
Cc1noc(C)c1CSCC(=O)Nc1ccccc1N1CCCC1 | · | 6 | 0.7 | 1 | · | -1 | 3 | -4
Cc1nc(C)c(C(=O)N2CCCC(C(=O)c3ccc(Cl)cc3C)C2)s1 (centres undefined) | 1 | 6 | -1.5 | -7 | 4 | -1 | 4 | 0
Cc1ccc(S(=O)(=O)N2CCOCC2)cc1NC(=O)COC(=O)/C=C/c1ccc(F)cc1 | 3 | 3 | -2.2 | 10 | 3 | 3 | -8 | -2
O=C(O)C(O)(c1ccccc1)C(O)c1ccccc1 (centres undefined) | 7 | 18 | 1.5 | -8 | -8 | -1 | -7 | -2
CC(=O)NC(Cc1ccc(C)cc1)C(=O)NC1CCN(C(=O)c2ccc([N+](=O)[O-])cc2)CC1 (centres undefined) | 5 | 16 | 0.8 | -7 | -13 | 0 | 7 | -8
O=C(COc1ccc(OCc2ccccc2)cc1)NN=C1CCCC1 | -12 | 2 | 0.1 | -18 | -20 | -3 | 6 | -11
Cc1nn(Cc2ccccc2)c(C)c1C(=O)N1CCN(CC(=O)Nc2ccc(F)cc2)CC1 | 53* | 13 | -1.2 | -7 | -3 | -1 | 2 | -3
CN(C)c1ccc(C2N3CC4(C)CN2CC(C)(C3)C4O)cc1 (centres undefined) | 10 | 2 | -1.6 | 14 | -18 | 2 | -1 | -1
CCCCc1ccc(/C=C2\C(=O)ON=C2c2ccccc2)s1 | 9 | -3 | -0.2 | -3 | -4 | 2 | 9 | 7
COc1ccc(/C=C/C(=O)NC(=S)NNC(=O)c2cnccn2)cc1 | -2 | 22 | -0.9 | -11 | -41 | 0 | -4 | -40

Three entries already listed, sorted by their value in NR3A LBD binder, ascending:
mol,NR3A LBD binder
O=C(COc1ccc(OCc2ccccc2)cc1)NN=C1CCCC1,-3
O=C(O)C(O)(c1ccccc1)C(O)c1ccccc1 (centres undefined),-1
COc1ccc(/C=C/C(=O)NC(=S)NNC(=O)c2cnccn2)cc1,0

Further records.
SMILES | SENP7 inh | SENP8 inh | MPTP inh | PfGluPho inh | SENP6 block | NR3A LBD binder | ATG4B inhibitor | HKDC1 inhibitor
Fc1ccc(C2CC(c3ccco3)=NN2c2ccccc2)cc1 (centres undefined) | -3 | -311 | 1.9 | 23 | -4 | -1 | 0 | 4
Cc1ccc(C(=O)Nc2ccncc2)o1 | -2 | 10 | 0.6 | 8 | 1 | 0 | -7 | -3
CC(NC(=O)C(=O)NN=C1CCCC1)c1ccccc1 (centres undefined) | 3 | 20 | 0.7 | 11 | -7 | -2 | 0 | -8
O=C(COc1ccc2ccc(=O)oc2c1)N1CCN(c2ccccc2)CC1 | -10 | -404 | 0.3 | 18 | 2 | 1 | -4 | -4
COC(=O)c1c(C)[nH]c(C(=O)COC(=O)Cn2cc(C(F)(F)F)ccc2=O)c1C | 1 | -1 | -0.3 | -2 | -9 | -1 | -2 | -1
O=C(NC1CCCCC1)c1ccc(N2CCCC2=O)cc1 | -1 | 26 | 1.4 | -9 | -12 | 1 | -9 | 1
CCCCOc1ccc(C2CC(=O)N(C)C2=O)cc1 (centres undefined) | -3 | 25 | 2.2 | 6 | -18 | -1 | 7 | -1
COc1ccc(NC(=O)CSc2nnc(NC(=O)c3ccco3)s2)cc1OC | 3 | -16 | 0.6 | -27 | -2 | -5 | 0 | 1
CCC(=O)N1CCc2cc(S(=O)(=O)NC(Cc3ccccc3)C(=O)NC3CCCCC3C)ccc21 (centres undefined) | 2 | 10 | -1.1 | 4 | 19 | 0 | -9 | -12
CCOC(=O)CSc1n[nH]c(-c2ccco2)n1 | -7 | 10 | 1.2 | 17 | 6 | -1 | -6 | -8
O=c1cc(CN2CCOCC2)c2c(ccc3ccccc32)o1 | 5 | -24 | -0.9 | -9 | 9 | 1 | -1 | -4
Cc1cc(CNC(=O)C2CCC(=O)N(CCc3ccc(Cl)cc3)C2)no1 (centres undefined) | 3 | 2 | -0.5 | -2 | 1 | -5 | 1 | -5
CCc1nccn1CCC(=O)N1CCCC(Nc2ccc(C(C)C)cc2)C1 (centres undefined) | 7 | 16 | -0.6 | 2 | -12 | 0 | 7 | -3
COc1ccccc1CCNCc1ccc(OC)c(OCc2ccccc2)c1 | -1 | -17 | 12 | -14 | -18 | 0 | 20 | 5
Cc1ccc(OCC(=O)NCCNC(=O)COc2ccc(C)cc2)cc1 | -8 | 18 | 0.6 | 2 | -4 | 0 | -2 | 2

Single entries from the entries so far.
SENP8 inh result of O=c1cc(CN2CCOCC2)c2c(ccc3ccccc32)o1 → -24
MPTP inh result of Cc1ccc(C(=O)Nc2ccncc2)o1 → 0.6
SENP7 inh result of Fc1ccc(C2CC(c3ccco3)=NN2c2ccccc2)cc1 (centres undefined) → -3
MPTP inh result of O=C(NC1CCCCC1)c1ccc(N2CCCC2=O)cc1 → 1.4
MPTP inh result of O=C(COc1ccc2ccc(=O)oc2c1)N1CCN(c2ccccc2)CC1 → 0.3
PfGluPho inh result of Cc1cc(CNC(=O)C2CCC(=O)N(CCc3ccc(Cl)cc3)C2)no1 (centres undefined) → -2

Further results follow:
SMILES | SENP7 inh | SENP8 inh | MPTP inh | PfGluPho inh | SENP6 block | NR3A LBD binder | ATG4B inhibitor | HKDC1 inhibitor
COc1ccc(N2CCN(C(=O)/C(C#N)=C/c3ccccc3)CC2)cc1 | 8 | -1 | -2.0 | 3 | 1 | -3 | -4 | -8
Cc1cc(C)c(C)c(S(=O)(=O)N2CCN(c3ncnc4sc(C)c(C)c34)CC2)c1C | -4 | -2 | 1.3 | 11 | -7 | 0 | 10 | -8
Cc1cc(C)c(S(=O)(=O)/N=C2\C=C(Nc3ccc(C(=O)O)cc3)C(=O)c3ccccc32)c(C)c1 | 42 | 57* | 10 | 57 | 89* | -1 | 17 | 41*
COC(=O)c1ccccc1NS(=O)(=O)c1ccc2c3c(cccc13)C(=O)N2 | 5 | -298 | 1.8 | -2 | -5 | -12 | -14 | 6
CCOC(=O)N1CCN(CC(O)COc2ccccc2C(C)C)CC1 (centres undefined) | 9 | 14 | -1.8 | 0 | 3 | -2 | 4 | -5
CSc1nc(-c2ccc(F)cc2)cc(=O)[nH]1 | -2 | 15 | 1.4 | 1 | -2 | -13 | -4 | -4
Cc1ccc2c(C)nc(N/C(N)=N/S(=O)(=O)c3ccc([N+](=O)[O-])cc3)nc2c1 | -2 | 16 | 7.2 | 4 | -9 | -1 | 9 | -5
Cc1ccc(C(=O)NNC(=O)C2CCN(S(=O)(=O)c3ccc(Cl)cc3)CC2)cc1 | 7 | 10 | -1.5 | -16 | -31 | -3 | 3 | -3

Compounds were not picked by outcome; any-hit rate near 6.9%.
